VLA-4 inh – inhibition in a human VLA-4 binding assay; 0.2% of 330,000 active; inhibition, % (about 7 µM as worked out from the volumes in the protocol); AID 2557; P13612; VLA-4 expressing cells, ligand binding flow cytometry; in the data active means inhibition above about 50%
Target sequence (P13612 whole entry, looked up): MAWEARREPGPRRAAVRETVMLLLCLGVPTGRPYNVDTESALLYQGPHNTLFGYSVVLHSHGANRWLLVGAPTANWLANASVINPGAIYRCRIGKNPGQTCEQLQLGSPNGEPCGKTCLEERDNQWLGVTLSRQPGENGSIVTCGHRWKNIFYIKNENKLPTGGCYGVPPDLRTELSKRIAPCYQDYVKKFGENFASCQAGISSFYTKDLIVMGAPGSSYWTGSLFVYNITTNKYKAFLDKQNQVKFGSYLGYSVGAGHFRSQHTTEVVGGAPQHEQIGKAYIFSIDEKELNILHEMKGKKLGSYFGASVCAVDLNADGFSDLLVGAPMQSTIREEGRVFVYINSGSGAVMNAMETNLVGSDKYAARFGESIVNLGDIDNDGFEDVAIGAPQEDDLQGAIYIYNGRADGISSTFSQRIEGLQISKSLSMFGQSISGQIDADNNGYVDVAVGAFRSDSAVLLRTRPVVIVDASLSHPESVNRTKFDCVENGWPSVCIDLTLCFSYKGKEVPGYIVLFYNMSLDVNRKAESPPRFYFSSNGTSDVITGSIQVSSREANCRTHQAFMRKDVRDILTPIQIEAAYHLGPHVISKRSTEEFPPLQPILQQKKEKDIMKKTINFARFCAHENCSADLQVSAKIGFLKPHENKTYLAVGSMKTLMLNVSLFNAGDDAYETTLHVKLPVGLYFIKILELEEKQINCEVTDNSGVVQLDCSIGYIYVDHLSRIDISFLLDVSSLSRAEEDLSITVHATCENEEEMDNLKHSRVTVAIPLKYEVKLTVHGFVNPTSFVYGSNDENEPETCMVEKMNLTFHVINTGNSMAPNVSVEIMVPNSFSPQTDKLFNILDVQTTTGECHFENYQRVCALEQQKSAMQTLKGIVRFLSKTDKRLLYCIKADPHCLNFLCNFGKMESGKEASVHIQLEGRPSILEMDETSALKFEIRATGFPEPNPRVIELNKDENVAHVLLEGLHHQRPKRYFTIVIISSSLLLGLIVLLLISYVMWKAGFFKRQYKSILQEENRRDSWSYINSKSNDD
JMJD2C inh – blocks human GASC-1 demethylase activity. 0.069% of 330,000 active. Q9H3R0. AID 2099. inhibition, % at 2.35 µM. GST-JMJD2C(1-420) H3K9me3 demethylation, DELFIA europium;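 active means more than half of a compound's replicate wells show inhibition beyond 50%, single wells judged on their own value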;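 further: signal counts dimethyl H3K9 product captured on neutravidin plate; 0% = median of DMSO wells and 100% = 0.3 times that DMSO median; strong numbers were not always called active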
CIT2 TOR yeast – modulators of TOR pathway CIT2-GFP in S. cerevisiae. S. cerevisiae CIT2-GFP strain, flow cytometry, 3 h; 100 means same as DMSO wells. GFP response vs DMSO, % at 10 µM. 0.065% of 320,000 active;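 active means GFP response relative to DMSO above a set limit, near the screen mean plus 3 SD, cut at about 150% in these data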;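 further: ratio of well median GFP fluorescence to mean of DMSO wells on the plate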
GRK2 inh – blocks RNA aptamer binding to human GRK2; AID 488847; bead flow cytometry, FAM-aptamer displacement from GRK2; 0.59% of 330,000 active; P25098; inhibition of aptamer binding, % at 10 µM;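 active means inhibition of aptamer binding above 40%, roughly 3 SD of noise, on plates passing a quality check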;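 further: median bead fluorescence of bound FAM aptamer so fluorescent compounds give negative values; no value below 0 was filed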
RPL19A-GFP yeast – alters RPL19A-GFP fluorescence in TOR pathway yeast screen; S. cerevisiae RPL19A-GFP strain, flow cytometry, 3 h; stronger effect = lower value; percent response vs DMSO, % at 10 µM; 0.3% of 330,000 active; AID 2025;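 active means percent response vs DMSO below 50%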;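 further: median channel GFP fluorescence of the barcoded RPL19A-GFP strain; ratio of sample median GFP to plate DMSO average so 100% = DMSO; lower means less RPL19A-GFP as with rapamycin TOR inhibition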
LAP4-GFP MLPCN – yeast TOR pathway LAP4-GFP modulation. S. cerevisiae LAP4-GFP multiplex, flow cytometry GFP, 3 h; median GFP as percent of DMSO wells. GFP response vs DMSO, % at 10 µM. 0.34% of 320,000 active. AID 2023;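 active means GFP response vs DMSO above a set limit, about the screen mean plus 3 SD, cut at about 150% in these data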
AGP1 TOR yeast – modulators of TOR pathway AGP1-GFP in S. cerevisiae. 0.02% of 320,000 active. GFP response vs DMSO, % at 10 µM. S. cerevisiae AGP1-GFP multiplex flow cytometry, 3 h; GFP as percent of DMSO wells;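 active means GFP response relative to DMSO above a set limit, near screen average plus 3 SD, cut at about 150% in these data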;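 further: median GFP channel fluorescence of the gated AGP1 strain per well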
MEP2-GFP yeast – modulators of TOR pathway MEP2-GFP in S. cerevisiae; S. cerevisiae MEP2-GFP strain, flow cytometry GFP, 3 h; 100% = DMSO control level; GFP response vs DMSO, % at 10 µM; 0.51% of 330,000 active;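 active means GFP response versus DMSO above a set limit, roughly screen mean plus 3 SD, cut at about 180% in these data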;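 further: median GFP fluorescence of the barcode-gated MEP2-GFP cells per well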
* hit, by the source's call; · = not tested or not shown; & = joins results of further samples; [ ] = another dose, or the depositor's remark. Random draw from the library (roughly 1.7% active in at least one column).

VLA-4 inh	Molecule	JMJD2C inh	CIT2 TOR yeast	GRK2 inh	RPL19A-GFP yeast	LAP4-GFP MLPCN	AGP1 TOR yeast	MEP2-GFP yeast
7	CCOc1cccc(C(=O)N2CCCN(C)CC2)c1	-5	104	1	96	99	101	95
0	CN(CC(=O)NCCc1ccc(S(N)(=O)=O)cc1)CC(=O)Nc1ccc(F)c(F)c1F	17	95	1	95	112	109	102
3	O=C(O)C1C2CCCCC2=C2CCCCC2C1C(=O)c1ccccc1 (stereo not drawn)	-6	85	0	103	105	94	92
-4	O=C(C1CCCCC1)N1CCN(c2ccccc2F)CC1	-21	99	3	99	104	100	100
-1	O=C(c1ccccc1)N(Cc1cccs1)C1CCS(=O)(=O)C1 (stereo not drawn)	3	102	4	101	102	104	106
11	CC1CN(C(=O)CCC(=O)NCc2ccc(Cl)cc2)c2ccccc2O1 (stereo not drawn)	9	95	1	100	101	96	103
0	CCOC(=O)CNC(=O)c1cn(CC)c(=O)c2cc(OC)c(OC)cc12	-12	104	1	99	94	105	105
1	Cc1ccc(S(=O)(=O)N2CCC3(CC2)OCCO3)s1	-20	·	8	107	88	95	97
-8	COc1ccc(NC(=O)C2CCCN(c3nn4c(=O)cc(C)nc4s3)C2)c(OC)c1 (stereo not drawn)	1	117	0	98	83	92	99
0	NS(=O)(=O)c1ccc(CNS(=O)(=O)c2ccc(Cl)nc2)cc1	-10	91	0	97	92	93	105
-7	COc1ccc(C(=O)Nc2cc3c(oc2=O)CCCC3=O)cc1	-10	90	12	94	110	105	98
6	CC(Sc1ccc(S(=O)(=O)N2CCN(C)CC2)cn1)C(=O)NC1CCCCC1 (stereo not drawn)	11	97	0	97	100	100	104

Three neighbouring compounds out of the list so far:
VLA-4 inh	Molecule	JMJD2C inh	CIT2 TOR yeast	GRK2 inh	RPL19A-GFP yeast	LAP4-GFP MLPCN	AGP1 TOR yeast	MEP2-GFP yeast
7	CCOc1cccc(C(=O)N2CCCN(C)CC2)c1	-5	104	1	96	99	101	95
0	CN(CC(=O)NCCc1ccc(S(N)(=O)=O)cc1)CC(=O)Nc1ccc(F)c(F)c1F	17	95	1	95	112	109	102
3	O=C(O)C1C2CCCCC2=C2CCCCC2C1C(=O)c1ccccc1 (stereo not drawn)	-6	85	0	103	105	94	92

More entries:
VLA-4 inh	Molecule	JMJD2C inh	CIT2 TOR yeast	GRK2 inh	RPL19A-GFP yeast	LAP4-GFP MLPCN	AGP1 TOR yeast	MEP2-GFP yeast
15	Cc1ccc(OCCn2cc(C#N)c3ccccc32)cc1	-9	102	1	101	107	101	106
15	O=C(c1ccccc1)c1ccc(OCC(O)CNC2CCCc3ccccc32)cc1 (stereo not drawn)	-6	95	1	99	83	93	96
-18	Clc1cnc(Nc2cccnc2)c(Cl)c1	-1	108	0	105	120	108	110
-2	O=C(COC(=O)Cn1ccc(=O)[nH]c1=O)Nc1ccc(F)cc1	4	100	0	99	97	96	107
-6	CCOc1cccc(/C=C/c2ccc3cccc(O)c3n2)c1OC	-15	92	2	95	116	87	97
4	CCN1C(=O)C(CC(=O)Nc2ccc(Cl)cc2)N(NC(=O)c2ccncc2)C1=S (stereo not drawn)	5	92	6	98	96	99	98
9	CCOC(=O)CCc1c(C)n(CC)c2cc(-c3ccccc3OC)nn2c1=O	-6	98	0	101	98	103	112
0	COc1ccccc1C(=O)COC(=O)c1ccc(-n2cnnn2)cc1	23	96	0	100	110	95	100
1	COc1nc(Cc2ccc(Cl)cc2)nc2ccccc12	3	95	2	101	91	93	98
-5	Cc1ccc(N2C(=O)CC(Sc3ccccc3C(=O)O)C2=O)c([N+](=O)[O-])c1 (stereo not drawn)	-17	111	3	103	103	106	101
20	CCN1C(=O)[C@@H]2[C@@H](c3ccc(-c4ccc5c(c4)OCO5)cc3)N3CCCC[C@@]3(C(=O)OC)[C@@H]2C1=O	-21	87	0	93	127	81	88
-2	COc1ccc(OC(C)C(=O)N2CCCc3ccccc32)cc1 (stereo not drawn)	-2	91	0	99	102	96	105

Look-ups from the entries so far:
`O=C(COC(=O)Cn1ccc(=O)[nH]c1=O)Nc1ccc(F)cc1` in AGP1 TOR yeast = 96
`Cc1ccc(OCCn2cc(C#N)c3ccccc32)cc1` in LAP4-GFP MLPCN = 107
`O=C(c1ccccc1)c1ccc(OCC(O)CNC2CCCc3ccccc32)cc1` (stereo not drawn) in VLA-4 inh = 15
`COc1nc(Cc2ccc(Cl)cc2)nc2ccccc12` in MEP2-GFP yeast = 98
`CCN1C(=O)[C@@H]2[C@@H](c3ccc(-c4ccc5c(c4)OCO5)cc3)N3CCCC[C@@]3(C(=O)OC)[C@@H]2C1=O` in CIT2 TOR yeast = 87

Remaining list, next part
VLA-4 inh	Molecule	JMJD2C inh	CIT2 TOR yeast	GRK2 inh	RPL19A-GFP yeast	LAP4-GFP MLPCN	AGP1 TOR yeast	MEP2-GFP yeast
15	COCC(O)CSc1nc(C)[nH]c1[N+](=O)[O-] (stereo not drawn)	-25	85	0	94	99	90	94
3	O=C(c1cc([N+](=O)[O-])ccc1N1CCCCC1)N1CCc2ccccc21	-1	92	1	104	90	93	96
-4	Nc1ccc(N2CCN(C(=O)c3ccco3)CC2)cc1	43	95	0	93	91	100	94
25	CC1(C)CNC(=O)c2sc(N3CCCCC3)nc2C1	0	100	0	95	96	98	98
-2	CCOC(=O)c1ccc(N2C(=O)Cc3ccccc3C2=O)cc1	0	96	1	101	95	99	99
5	CC1=C(C(=O)O)N2C(=O)C(NC(=O)c3ccn(C)n3)C2SC1 (stereo not drawn)	2	104	0	95	90	103	97
8	CN(C)NC(=S)NC(=O)C12CC3CC(CC(C3)C1)C2	5	96	0	105	121	101	103
1	CCOc1ccccc1NS(=O)(=O)c1cc2c3c(c1)CC(=O)N3CCC2	-6	103	5	98	98	100	101
-3	CCN1C(=O)c2ccccc2S(=O)(=O)c2ccc(C(=O)NC(C)C)cc21	-14	105	0	95	91	97	88
-2	Cn1cnnc1SCC(=O)N1N=C(c2ccc(Cl)cc2)CC1c1ccco1 (stereo not drawn)	-5	95	1	97	100	107	102
-1	O=C(CSc1nc2ccccc2n1CCc1ccccc1)NC1CCS(=O)(=O)C1 (stereo not drawn)	1	90	0	98	101	96	97
1	CCN1CCN(c2ccc(S(=O)(=O)N3CCOCC3)cc2NC(=O)c2ccccc2SC)CC1	5	104	1	97	104	109	98

Profiles from above.
Listed for CCOC(=O)c1ccc(N2C(=O)Cc3ccccc3C2=O)cc1 → VLA-4 inh: -2; JMJD2C inh: 0; CIT2 TOR yeast: 96; GRK2 inh: 1; RPL19A-GFP yeast: 101; LAP4-GFP MLPCN: 95; AGP1 TOR yeast: 99; MEP2-GFP yeast: 99
Listed for O=C(CSc1nc2ccccc2n1CCc1ccccc1)NC1CCS(=O)(=O)C1 (stereo not drawn) → VLA-4 inh: -1; JMJD2C inh: 1; CIT2 TOR yeast: 90; GRK2 inh: 0; RPL19A-GFP yeast: 98; LAP4-GFP MLPCN: 101; AGP1 TOR yeast: 96; MEP2-GFP yeast: 97
Listed for CC1=C(C(=O)O)N2C(=O)C(NC(=O)c3ccn(C)n3)C2SC1 (stereo not drawn) → VLA-4 inh: 5; JMJD2C inh: 2; CIT2 TOR yeast: 104; GRK2 inh: 0; RPL19A-GFP yeast: 95; LAP4-GFP MLPCN: 90; AGP1 TOR yeast: 103; MEP2-GFP yeast: 97

Next part:
VLA-4 inh	Molecule	JMJD2C inh	CIT2 TOR yeast	GRK2 inh	RPL19A-GFP yeast	LAP4-GFP MLPCN	AGP1 TOR yeast	MEP2-GFP yeast
6	COc1ccc(Cl)cc1NC(=O)CSc1nc(=O)n(CCN(C)C)c2c1CCCC2	10	99	0	96	96	103	97
14	Cc1ccccc1C(=O)NN1CC(C(=O)OCc2ccc(Cl)c(Cl)c2)CC1=O (stereo not drawn)	-2	97	3	105	101	105	102
-10	COc1c(Cl)cccc1-c1cn2ccc(C)cc2n1	-39	94	1	97	116	103	97
-3	Cc1cc(C(=O)OCC(=O)NC(C)(C)C)c2ccccc2n1	1	99	0	99	113	104	108
-6	CNS(=O)(=O)c1cccc(C(=O)OCC(=O)c2cc(C)n(-c3ccc4c(c3)OCO4)c2C)c1	5&4	85	3	93	89	87	96
33	Cc1cccc(C)c1NC(=O)c1c[nH]c2ccccc12	-33	108	0	112	97	108	112
9	CC(=O)c1ccc(NC(=O)C2CC(=O)Nc3nc4ccccc4n32)cc1 (stereo not drawn)	0	90	1	93	95	93	95
3	CCNc1nc(NCC)n2c(SCC(=O)Nc3cccc(Cl)c3)nnc2n1	-4	101	39	99	96	105	96
14	O=C(c1nn2c(C(F)(F)F)cc(-c3ccc(F)cc3)nc2c1Cl)N1CCOCC1	1	99	1	102	101	109	99
8	Cc1ccc(S(=O)(=O)CC(=O)N2CCCC2)cc1	·	100	0	98	99	100	94
6	COc1ccccc1CNC(=O)CN(c1ccc(C)cc1)S(=O)(=O)c1c(C)nn(C)c1C	-7	81	0	86	82	83	93
-3	Cc1ccc(N2CC(C(=O)N/N=C/c3sccc3C)CC2=O)cc1 (stereo not drawn)	-5	92	1	94	86	95	98
6	O=C(c1ccco1)N1CCN(c2nc(C(F)(F)F)nc3c2nnn3Cc2ccccc2)CC1	63	100	3	99	100	107	96
-5	Cc1cccc(C(=O)NC(=S)NNC(=O)Cc2ccccc2)c1	3	88[may fluoresce green]	0	111[may fluoresce green]	209*[may fluoresce green]	105[may fluoresce green]	104[may fluoresce green]
-1	O=C(COC(=O)/C=C/c1cccc(Br)c1)NCCC1=CCCCC1	-9	91	0	100	110	92	103
0	COc1ccc(Cn2nnc3c(=O)[nH]c(C(=O)NCCc4ccc(F)cc4)nc32)cc1OC	-6	98	5	96	108	101	124
-3	Cc1ccccc1C(=O)NNS(=O)(=O)c1cccc([N+](=O)[O-])c1	-16	103	0	100	97	92	108
-7	COc1cccc(C(=O)Nc2ccc(N(C)C)cc2)c1OC	0	·	2	104	86	99	103
4	Cc1nnc(SCC(=O)c2cc(C)n(-c3ccc4c(c3)OCO4)c2C)s1	2	102	5	101	116	97	105
7	O=C(O)c1ccc(-n2cccc2)cc1O	-10	87	0	95	92	87	90
-3	CC12CCC(=O)N1C(C(=O)OCC(=O)Nc1cccc(S(=O)(=O)N3CCCCCC3)c1)CS2 (stereo not drawn)	8	107	1	102	88	94	93
6	CCOc1ncccc1C(=O)Nc1ccc(S(=O)(=O)NC2=NCCCCC2)cc1	1	101	0	96	114	103	129
0	COC(=O)c1cccc(S(=O)(=O)N2CCCC2)c1	-3	94	0	100	106	125	101
-10	Cc1ccc(NC(=O)CCc2nc3sc4c(c3c(=O)[nH]2)CCCC4)c(Br)c1	-22	100	24	96	95	96	104
10	COc1ccc(N2CCN(C(CNC(=O)COc3ccccc3)c3ccco3)CC2)cc1 (stereo not drawn)	91	103	3	102	100	110	100
1	O=C(NCCN1CCOCC1)c1ccc([N+](=O)[O-])cc1[N+](=O)[O-]	12	105	5	102	104	105	107
7	COc1cc2c(cc1NC(=O)/C=C/c1ccc([N+](=O)[O-])cc1)oc1ccccc12	-6	107	3	107	106	108	104
5	O=C(CN1C(=O)NC2(CCc3ccccc32)C1=O)c1ccc(Br)cc1 (stereo not drawn)	1	100	3	99	101	111	104
6	O=C1/C(=C/c2ccc(C(=O)O)cc2)CCC/C1=C\c1ccc(C(=O)O)cc1	-28	102	3	99	89	92	82
-5	CC[C@@]1(C(=O)OC)N[C@H](CN(C)S(=O)(=O)c2ccc(OC(F)(F)F)cc2)[C@@H]2C(=O)N(C)C(=O)[C@@H]21	·	106	0	107	99	105	106
